Assay outcomes deposited in PubChem by National Center for Advancing Translational Sciences (NCATS).
A-T KAP1 phos = qHTS Assay for Identifying a Potential Treatment of Ataxia-Telangiectasia. 320,000 tested, 0.19% active. AID 485349, 2010. Potency, µM (top dose mostly 57.5 µM), without a hit: at the highest dose activation, hits mostly activators. […] A-T fibroblasts, KAP-1 phosphorylation AlphaLISA; neocarzinostatin DNA damage 30 min before lysis; further: potency means the concentration at half of the fitted maximal effect; % of control where 0% means no effect; nearly all actives have a fitted effect of over 45% in size
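ATM-like activity read as KAP-1 phosphorylation via AlphaLISA donor/acceptor antibody pairs after lysis and 6 hr at 25C. Cells were ATM-null patient fibroblasts ([…], hTERT), dosed 60 min, then exposed to the DSB inducer NCS for 30 min.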
TSG101-PTAP inh = qHTS Assay for Iinhibitors of HIV-1 Budding by Blocking the Interaction of PTAP/TSG101; Tumor susceptibility gene 101 protein (Homo sapiens), Q99816; Fluorescence polarization, FITC-PTAP peptide / Tsg101 binding; Potency, µM (doses to about 115 µM), without a hit: at the top dose activity change, negative = inhibition, hits mostly inhibitors; 340,000 tested, under 10 active; AID 493005, 2010; active means well fitted inhibition curve with a large enough effect in the main read-out, with a control signal flat, not every such curve was filed as active; inconclusive means small, poorly fitted or top-dose-only effect, or effect the other way, or a change in a side signal; inactive means no such curve, though single readings can be large or run the other way; further: potency means the concentration at half of the fitted maximal effect; % of control where 0% means no effect
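Fluorescence polarization binding of Tsg101 binding domain (10 uM final) to FITC-labeled PTAP peptide (50 nM final) in HEPES pH 7.5 buffer with NaCl, Tween 20, EDTA, TCEP. Compounds added before peptide; binding 20 min at RT.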
B2AR arrestin = qHTS assay of beta-arrestin-biased ligands of beta2-adrenergic receptor | 330,000 tested, 0.02% active | AID 492947, 2010 | beta-arrestin recruitment to beta2AR, cell-based reporter | Potency, µM (doses to about 46.1 µM), for inactives: at the top dose activation, hits mostly activators;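 further: potency means the concentration at half of the fitted maximal effect; 0% = DMSO controls and full agonism = EC100 isoproterenol or metaproterenol; nearly all actives have a fitted effect of over 65% in size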
a7 integrin act = qHTS for Activators of Integrin-Mediated Alleviation for Muscular Dystrophy | alpha7betagal myoblasts, beta-gal FDG fluorescence, 48 h | Potency, µM (titrated, usually from 38.3 µM), without a hit: top-dose activation, actives largely listed as activators | 350,000 tested, 0.064% active | AID 624291, 2012;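 further: potency means the concentration at half of the fitted maximal effect; 100% = response of the positive control SU9516; nearly all actives have a fitted effect of over 60% in size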
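alpha7betagal+/- myoblasts (passage 13, 250/well) treated 48 h at 37C with compounds at 1:260 dilution of DMSO stock. Lysed, then beta-galactosidase activity read as FDG fluorescence (ex 480/em 540) after 30 min, with pre-read for autofluorescence.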
MLL CXXC-DNA inh = qHTS Fluorescence Polarization Assay for Inhibitors of MLL CXXC domain - DNA interaction. AID 2662, 2010. Potency, µM (doses to about 115 µM), without a hit: at the highest dose activity change, negative = inhibition, hits mostly inhibitors. MLL-CXXC / FITC-HOXA9 DNA fluorescence polarization. 290,000 tested, 0.037% active. Histone-lysine N-methyltransferase 2A (Homo sapiens), Q03164; active means well fitted inhibition curve with a large enough effect in the polarisation, with a control signal flat, not every such curve was filed as active; inconclusive means small, poorly fitted or top-dose-only effect, or effect the other way, or a change in a side signal; inactive means no such curve, though single readings can be large or run the other way; the % refers to the polarisation; further: potency means the concentration at half of the fitted maximal effect
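Steps: dispense CXXC domain solution (7 uM) → pin compounds or unlabeled HOX-A9 DNA control → 5 min ambient → add FLSN-HOX-A9 solution (50 nM) → spin → 30 min ambient → fluorescence polarization. Tris pH 7.5/NaCl/DTT/BSA buffer.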
ELG1 DNA repair = qHTS screen for small molecules that inhibit ELG1-dependent DNA repair in human embryonic kidney (HEK293T) cells expressing luciferase-tagged ELG1; AID 504467, 2011; Potency, µM (titrated, usually from 46.1 µM), inactives show at the highest dose activity change, negative = inhibition, actives largely listed as inhibitors; 330,000 tested, 2.3% active; HEK293T ELG1-luciferase reporter, luminescence, 16 h; DNA damage induced by 5-fluorouridine; further: potency means the concentration at half of the fitted maximal effect; on the % scale 0 is the no-effect control and ±100 the full control effect; nearly all actives have a fitted effect of over 55% in size
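Overnight (16 hr) co-exposure of 2,000 cells/well to 5-fluorouridine and compound at 37 °C preceded detection. Luciferase was quantified via ONE-Glo luminescence; loss of signal denotes inhibition.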
TRPV1 ag = HTS Assay for Compounds that Act as Agonists of the Vanilloid Receptor 1; Transient receptor potential cation channel subfamily V member 1 (Homo sapiens), Q8NER1; TRPV1-expressing cells, Fluo-8 calcium influx, agonist mode; activation, % at 8.33 µM; 320,000 tested, 0.19% active; AID 540275, 2011; in the data active means activation above about 80%; inconclusive means between about 30% and that limit; further: 0% is about no effect
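TRPV1-expressing cells were cultured overnight at 35.5C and loaded with Fluo-8 calcium dye for 40 to 90 min at room temperature. After a 10 s baseline, compound was added and calcium influx was read kinetically for 3 min (ex 480/em 520 nm).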
p53 reactivator = qHTS assay for re-activators of p53 using a Luc reporter; H1299 p53-A138V BP100-luciferase reporter, luminescence, 24 h; Potency, µM (highest dose often 92.2 µM), for the others: at the top dose activity change, positive = activation, most hits filed as activators; 320,000 tested, 0.063% active; further: potency means the concentration at half of the fitted maximal effect; % of control where 0% means no effect; nearly all actives have a fitted effect of over 45% in size
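H1299 (p53-null), stable ts p53-A138V + BP100-Luc; 1000 cells/well, Opti-MEM/10% FBS; cpd 4 pt, 1:5; 24 h, 37 deg C, 5% CO2; detection reagent 10 min RT; luminescence.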
TCR act = Activators of T cell receptors: qHTS campaign. primary human leukocytes, anti-CD3, IL-2 HTRF, 48 h. Potency, µM (highest dose often 9.22 µM), for inactives: at the highest dose activation of IL-2 secretion, most hits filed as activators. 330,000 tested, under 10 active. AID 504894, 2011; further: % of control where 0% means no effect
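IL-2 release read by HTRF sandwich (Eu cryptate donor, d2 acceptor, 665 nm emission) after 48 hr exposure of primary human leukocytes to compound together with anti-CD3 beads in the absence of co-stimulatory signals.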
BRCA1 expr up = qHTS Assay to Identify Small Molecule Activators of BRCA1 Expression | MCF7-BRCA1-FFLuc reporter, luminescence, 48 h; response scale: scaled: vehicle 0%, 10 µM genistein 100% | AID 624202, 2012 | Potency, µM (series often up to 46.1 µM), without a hit: at the highest dose activation, hits mostly activators | 380,000 tested, 1.1% active; further: potency means the concentration at half of the fitted maximal effect; nearly all actives have a fitted effect of over 80% in size; some results filed as inactive show a strong effect at the top dose
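Quantitative HTS in MCF7 cells stably reporting BRCA1 expression via firefly luciferase. Compound treatment lasts 48 h at 37 °C in phenol-red free MEM. Activation is expressed relative to genistein at 10 microM and DMSO.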
* marks the source's active call; other numbers are inactive results; i = inactive; u = inconclusive; x = no result given; [ ] = another dose, or the depositor's remark. Unless noted, the call rests on the fitted dose curve; in most records, active means well fitted curve in the direction sought with a large enough effect; inconclusive means small, poorly fitted or top-dose-only effect, or another doubt; inactive means no such curve, though single readings can be large; an effect the other way counts as inactive or inconclusive.

Results follow in this order: TSG101-PTAP inh | BRCA1 expr up | TCR act | p53 reactivator | A-T KAP1 phos | MLL CXXC-DNA inh | B2AR arrestin | ELG1 DNA repair | a7 integrin act | TRPV1 ag
N#Cc1c(Cl)nc(-c2cccnc2)nc1-c1ccccc1
 : x | x | x | 1% | -20% | u | 0.4% | 18% | x | -2
CC(=O)Nc1cccc(NC(=S)Nc2ccc(F)cc2F)c1
 : -1% | 5% | -5% | 6% | -1% | 26% | -1.0% | 15% | 18% | -2
Cc1ccccc1OCC(=O)O/N=C(\N)Cc1cccs1
 : -6% | 38% | 14% | 6% | -7% | -1% | -0.3% | u | 27% | u
Cc1noc(C)c1CSCC(=O)Nc1nnc(CC(C)C)s1
 : -5% | -3% | 12% | 8% | 3% | 11% | -0.9% | 6% | 21% | 0
CCN(Cc1ccc2c(c1)OCCO2)C(=O)CN1C(=O)NC2(CCCCC2)C1=O
 : -2% | 3% | -9% | -1% | 1% | x | 0.0% | 17% | 4% | -3
COc1ccc(C=C(c2ccc(OC)cc2)c2ccc(OC)cc2)cc1
 : -5% | 5% | -1% | 4% | 2% | 8% | -0.2% | 29% | -3% | -3
Nn1c(COc2cccc(Br)c2)nnc1SCC(=O)N1CCc2ccccc2C1
 : -6% | 0% | -6% | -10% | 8% | 13% | -1.0% | -22% | -12% | -1
CCOC(=O)c1[nH]c2c(OCC)nc(OCC)nc2c1Br
 : 1% | 1% | -4% | x | x | x | x | x | 23% | x
CS/C(=N/S(=O)(=O)c1ccc(C)cc1)c1ccccc1
 : 0% | -23% | 5%[46.1 µM] | -5% | 5% | 8% | 0.4% | -4% | 6% | 2
Cc1cc(Nc2cccc([N+](=O)[O-])c2)c2ccccc2n1
 : -5% | -18% | 4% | 0% | -3% | 13% | -0.4% | -12% | 1% | 1
COc1ccc(NC(=O)CSc2nnc(CC(=O)Nc3ccc(F)cc3)n2C)cc1
 : 2% | -10% | 8% | 4% | 4% | -5% | -0.2% | 0% | 0% | -1
CCOC(=O)c1c(C)n(C)c2ccc(OC)c(NC(=O)CN3CCC(C(=O)OCC)CC3)c12
 : -2% | -10% | 5% | 11% | -10% | -21% | -0.8% | u | -30% | 3
COc1ccc(N(Cc2cc3ccccc3[nH]c2=O)S(=O)(=O)c2ccc(C)cc2)cc1
 : -7% | -39% | 1% | x | 10% | 11% | -0.3% | 4% | 16% | u
CN(Cc1ccccc1)C(=O)COC(=O)C1CCN(S(=O)(=O)c2ccc(Cl)c(C(F)(F)F)c2)CC1
 : -1% | -8% | 4% | 3% | 12% | x | -0.1% | -1% | -19% | -6
COc1ccc(OCC(=O)N2CCN(C(=O)c3cccc4ccccc34)CC2)cc1
 : -4% | 5% | 1% | -4% | 1% | 1% | -0.1% | -5% | -25% | 1
Cc1cc(C)cc(OCC(=O)NNC(=S)NC(=O)C2CC2)c1
 : -6% | -2% | -3% | 6% | 5% | 18% | 0.0% | -13% | -19% | -3
O=C(c1ccc2ccccc2c1)c1c[nH]cc1-c1ccccc1
 : 0% | -27% | -3%[46.1 µM] | 8% | -5% | -8% | -0.7% | 16% | -8% | 15
Nc1c(Br)cc2c([nH]c(=O)c3ccccc32)c1Br
 : 0% | -48% | 4% | x | x | x | x | x | -21% | x
CN(CCOc1ccccc1)C(=O)C1CCC(=O)N(CCc2ccc(Cl)cc2)C1 (configuration not stated)
 : x | u | 7% | 6% | 18% | 1% | -0.4% | u | -36% | 7
O=C(NC1=NCCS1)c1cc(-c2cccc(Br)c2)nc2ccccc12
 : -2% | -22% | -8%[46.1 µM] | 12% | -7% | -2% | -0.6% | u | 33% | u
O=C(NCc1ccccc1Cl)C1CCN(S(=O)(=O)N2CCCCCC2)CC1
 : -5% | -28% | -3% | -9% | 5% | -1% | -0.6% | 18µM* | 9% | u
CC1CCC(NC(=O)Cn2ncc3ccccc32)CC1 (configuration not stated)
 : -2% | 61% | 4% | 17% | 2% | 4% | 5.8% | u | -14% | 5
COCCCNC(=O)C1=CCN(S(=O)(=O)c2ccc(C)cc2)CC1
 : 0% | 1% | -2% | 0% | -5% | 9% | 0.2% | 6% | -16% | 1
COc1cc2c(-c3ccc4c(c3)OCO4)c(-c3ccsc3)oc(=O)c2cc1OC
 : -3% | 2% | 0% | 3% | 0% | x | 0.0% | u | 20% | x
CC(C)(C)NC(=O)C(c1cccs1)N(Cc1ccco1)C(=O)c1csnn1 (configuration not stated)
 : -4% | 1% | 3% | 0% | 10% | 7% | -0.4% | 4% | 0% | 0
CCOC(=O)CSC(CC)C(=O)Nc1nnc(CC)s1 (configuration not stated)
 : -4% | 5% | -154% | 6% | -3% | 0% | 0.1% | 1% | 14% | 0
N#Cc1ccc2c(c1)C[C@]1(CCCCN3C(=O)c4ccccc4C3=O)Oc3c(c(=O)oc4ccccc34)C2O1
 : x | x | x | x | -1%[11.5 µM] | -5%[23 µM] | 0.0%[9.22 µM] | x | x | i
COc1ccc(S(=O)(=O)N2CCCCC2)cc1C(C)C
 : -3% | -10% | 2% | -8% | 5% | -4% | 0.0% | -1% | -43%[inhibitor] | u
O=C(O)CCCCCCCCc1cn(Cc2ccc(C(=O)c3ccccc3)cc2)nn1
 : -3% | -54% | 4% | 12% | -4% | -20% | -0.4% | -17% | -9% | -2
COCCNC(=O)CN(c1ccc(F)cc1)S(=O)(=O)c1ccc2c(c1)OCCO2
 : 3% | -6% | -2% | -4% | 0% | -3% | -0.6% | 3% | u | -3
C=CCNS(=O)(=O)c1cc(S(=O)(=O)NCC=C)c(OC)cc1OC
 : -3% | 12% | 6% | -1% | 3% | -5% | -0.3% | -7% | -6% | 2
C/C=C\C=C/C(=O)Nc1cccc(C2=NOC3(C2)C[C@H](C(N)=O)N(C(=O)c2ccc(OC)cc2)C3)c1 (some centres not stated)
 : 0% | 1% | 2% | 1% | 10% | -2% | 0.0% | 14% | -6% | -3
COc1ccc(C(=O)c2coc3ccc(OC(C)=O)cc23)cc1
 : 1% | u | 5% | u | -23% | 24% | -1.1% | u | u | 12
Nc1nnc(-c2cc3ccccc3oc2=O)s1
 : -9% | 7.9µM* | -9% | 8% | 7% | -9% | -0.1% | u | 27% | 2
CSc1nc(SCC(=O)O)c2c3c(sc2n1)COC(C)(C)C3
 : -3% | 1% | -6% | -5% | u | 27% | -0.2% | u | 31% | -4
Cc1ccc(/C=C2/Sc3ccccc3N(CC(=O)NCCCOC(C)C)C2=O)cc1
 : 0% | -37% | 2%[46.1 µM] | -2% | 2% | -8% | 0.2% | u | 0% | 2
Cc1cc(C)n(CC(=O)c2ccc(Cl)cc2)n1
 : -1% | -19% | x | 0% | -2% | 3% | -0.1% | 6% | 11% | 3
Cc1onc(-c2ccccc2Cl)c1C(=O)Nc1cccc(S(=O)(=O)NC2=NCCC2)c1
 : -9% | -15% | 5% | 2% | 7% | x | -0.6% | 1% | -44% | -3
COc1cc(C(=O)NCCCNc2nc3c(C)cc(C)cc3cc2C#N)cc(OC)c1OC
 : 1% | 0% | 5% | -4% | -2% | 13% | -0.3% | u | -27% | 2
CC(C)c1ccc(NC2CCCN(C(=O)CCCn3cncn3)C2)cc1 (configuration not stated)
 : -2% | -20% | 3% | -14% | 3% | -1% | -0.5% | 3% | -13% | u
CC(C)Sc1oc(-c2ccco2)nc1S(=O)(=O)c1ccccc1
 : -6% | -33% | -7%[46.1 µM] | -11% | 2% | -1% | 8.1% | -8% | 1% | 19
COc1cccc(C(=O)CSc2nnc(-c3cccs3)o2)c1
 : -5% | 4% | 4%[46.1 µM] | -2% | -4% | -6% | -0.4% | 9% | 7% | 3
COc1ccc(N2CCN(C(=O)CN3CCN(c4nc(-c5ccc(F)cc5)cs4)CC3)CC2)cc1
 : -1% | -87% | 2% | -2% | 5%[11.5 µM] | 0% | 0.4% | 2.1µM* | -2% | 4
O=C(Nc1cccc(-c2cnc3ccccc3n2)c1)c1ccncc1
 : 1% | u | 0% | -2% | 19% | -2% | -0.8% | u | -20% | u
Cc1cc(C)n(S(=O)(=O)c2ccccc2[N+](=O)[O-])n1
 : -1% | -23% | -3% | 20% | 2% | 1% | 0.4% | -7% | -24% | 4
